Fluor 339 460 – intrinsic fluorescence of library compounds, ex339/em460 – biochemical, MLSMR library, data from DPM-DC assay, artefact control, profiling panel; fluorescence fold increase at 10 µM; AID 709, 2007; compound autofluorescence, ex339/em460 nm, NADH buffer; stronger effect = higher value; 1 = no-compound wells, NADH background; 65,000 tested, 5.5% active;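 active = at 10 µM, mean starting fluorescence two-fold or more over control wells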;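 also: signal is the first read of a kinetic run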
RORA act – activators of orphan receptor RORA, primary screen, cell-based, luminescence; Nuclear receptor ROR-alpha (Homo sapiens), P35398; CHO-K1 Gal4-RORA LBD luciferase reporter; percent increase over mock-subtracted basal signal; activation, % at 10 µM; 65,000 tested, 1.5% active;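 active = activation above the mean of all tested compounds plus 3 SD, cut at about 49% in these data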;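 also: 0% = DMSO-treated RORA cells and 100% = added signal equal to DMSO minus mock-transfected cells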
A340 absorber – compound light absorbance at 340 nm, profiling panel, artefact control, biochemical, MLSMR library, data from PS, PMK, MK assays; compound absorbance at 340 nm, fold over control; fold change at 10 µM; 65,000 tested, under 10 active;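 active = at 10 µM dose, initial 340 nm absorbance at least 2 fold that of control wells; inactive = change under 2 fold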;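 also: initial absorbance extrapolated from kinetic A340 decline of NADH oxidation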
NADH enzymes – inhibitors of PK/LDH coupling enzymes, profiling panel, artefact control, biochemical, MLSMR library | coupled PK/LDH NADH assays, four targets | IC50, µM (top dose mostly 10 µM), for the others: at the highest dose inhibition | 65,000 tested, 0.02% active | AID 774, 2007;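 active = single-dose screening hits from any of four coupled enzyme assays that gave an IC50 when retested across doses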;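 also: the DPM-DC format reads NADH fluorescence rather than 340 nm absorbance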
SF1 activator – activators of human SF-1, primary screen, cell-based, CHO-K1, Gal4-SF-1 LBD, luciferase luminescence; Steroidogenic factor 1 (Homo sapiens), Q13285; CHO-K1 Gal4-SF-1 LBD luciferase reporter; % increase over DMSO SF-1-specific signal; activation, % at 10 µM; 65,000 tested, 1.9% active; AID 522, 2006;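 active = activation above the mean activation of all tested compounds plus 3 SD, cut at about 50% in these data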
Target sequence (Q13285 whole entry, looked up, the tested form may be a part): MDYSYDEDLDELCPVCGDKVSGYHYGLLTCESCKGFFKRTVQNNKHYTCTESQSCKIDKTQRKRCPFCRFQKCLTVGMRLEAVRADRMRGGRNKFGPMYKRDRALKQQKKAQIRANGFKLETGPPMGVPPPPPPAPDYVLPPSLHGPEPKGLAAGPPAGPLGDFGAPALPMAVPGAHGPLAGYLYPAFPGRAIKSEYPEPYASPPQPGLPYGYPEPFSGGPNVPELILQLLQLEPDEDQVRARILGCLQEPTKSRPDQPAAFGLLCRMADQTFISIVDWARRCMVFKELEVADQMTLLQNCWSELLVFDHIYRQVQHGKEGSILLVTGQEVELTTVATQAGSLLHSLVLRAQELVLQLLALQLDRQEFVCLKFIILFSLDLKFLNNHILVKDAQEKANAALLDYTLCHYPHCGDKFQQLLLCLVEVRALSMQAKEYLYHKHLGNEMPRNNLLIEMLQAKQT
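Material: Gal4–SF-1 LBD one-hybrid luciferase reporter in CHO-K1 cells | Amount: 4,000 cells per well | Compound dosing: 10 µM single point, 1% DMSO | Schedule: 20 h compound treatment, 37 °C | Measured by: SteadyLite luciferase luminescence | Evaluation: Percent activation versus DMSO | Control set: DMSO-treated SF-1-transfected cells as negative, DMSO-treated mock-transfected cells lacking SF-1 as background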
HTR1A agonist – human 5-HT1a receptor agonists, primary screen, cell-based, CHO, Ga15 NFAT-bla reporter. CHO 5-HT1a Ga15 NFAT-bla reporter, FRET ratio; 0% basal, 100% maximal reference agonist. activation, % at 10 µM. 65,000 tested, 0.56% active. AID 567, 2006;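 active = activation above the screen-wide mean activation plus 3 SD, cut at about 19% in these data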;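 also: 0% = DMSO wells and 100% = 5-CT at EC100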
Target sequence (P08908 whole entry, looked up): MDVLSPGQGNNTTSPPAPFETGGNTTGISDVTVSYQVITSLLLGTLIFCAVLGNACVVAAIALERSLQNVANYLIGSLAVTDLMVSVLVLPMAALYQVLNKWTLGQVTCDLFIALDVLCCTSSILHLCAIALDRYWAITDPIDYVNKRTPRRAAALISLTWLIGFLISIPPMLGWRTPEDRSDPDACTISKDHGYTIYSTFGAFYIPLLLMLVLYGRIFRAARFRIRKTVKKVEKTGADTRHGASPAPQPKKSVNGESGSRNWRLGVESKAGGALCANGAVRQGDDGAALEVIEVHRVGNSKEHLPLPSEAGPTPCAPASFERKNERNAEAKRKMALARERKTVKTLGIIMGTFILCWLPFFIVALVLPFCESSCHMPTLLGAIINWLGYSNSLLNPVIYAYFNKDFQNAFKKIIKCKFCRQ
MMP-13 inhibitor – human MMP13 inhibitors, primary screen, biochemical, FRET peptide cleavage | AID 570, 2006 | 65,000 tested, 0.07% active | inhibition, % at 4 µM | Collagenase 3 (Homo sapiens), P45452 | MMP-13 fTHP FRET cleavage, Mca fluorescence;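 active = inhibition above the mean of compound-free control plate wells plus 3 SD, cut at about 14% in these data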;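 also: 0% = DMSO wells and 100% = wells with reference MMP-13 inhibitor after basal subtraction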
TNAP act DEA – human TNAP enzyme activators, primary screen, biochemical, luminescent, intermediate phosphate acceptor level. Alkaline phosphatase, tissue-nonspecific isozyme (Homo sapiens), P05186. purified TNAP, CDP-star luminescence, 100 mM DEA, 30 min; stronger effect = higher value; scale: 0 levamisole-inhibited, 1 vehicle-only enzyme. activation factor at 20 µM. 64,000 tested, under 10 active;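 active = activation factor of at least 2 at 20 µM, relative to controls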
5-HT1A blocker – human 5-HT1a receptor antagonists, primary screen, cell-based, CHO, Ga15 NFAT-bla reporter; 5-hydroxytryptamine receptor 1A (Homo sapiens), P08908; 62,000 tested, 0.68% active; CHO 5-HT1a Ga15 NFAT-bla reporter, antagonist mode; AID 612, 2007; inhibition, % at 10 µM;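 active = inhibition above the mean of all tested compounds plus 3 SD, cut at about 43% in these data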;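 also: receptor stimulated by 5-CT agonist at 100 nM near EC80; beta-lactamase reporter measured by ratiometric fluorescence of a cleavable substrate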
Numbers without * were called inactive; [ ] = dose if it differs, or a comment.

The first 10 records, ahead of the listing:
| Molecule | Fluor 339 460 | RORA act | A340 absorber | NADH enzymes | SF1 activator | HTR1A agonist | MMP-13 inhibitor | TNAP act DEA | 5-HT1A blocker |
| --- | --- | --- | --- | --- | --- | --- | --- | --- | --- |
| O=C(O)c1ccc(S(=O)(=O)Nc2ccc(F)c(Cl)c2)cc1 | 1.1 | 2 | 1 | 9% | -2 | -2.7 | 5 | 0.9 | -12 |
| Cc1nc(C)c(C(=O)OCC(=O)N2CCN(c3ccccc3)CC2)s1 | 1 | 6 | 0.98 | 3% | 3 | -2.3 | 2 | 0.9 | -8 |
| O=C(CSc1nnc(-c2ccco2)o1)NC(=O)Cc1ccccc1 | 1 | -22 | 1 | 7% | 6 | -1.9 | 2 | 0.9 | -5 |
| O=C(CN(Cc1ccc2c(c1)OCO2)C(=O)c1cnsn1)NC1CCCC1 | 1.1 | -6 | 1 | 5% | 19 | -1.4 | -1 | 0.9 | 6 |
| COc1cccc(C(=O)Nc2ccc(NC(=O)C(C)C)nc2)c1 | 1.2 | 8 | 1 | 16% | 14 | -2.0 | 2 | 0.9 | 8 |
| CCOC(=O)C(C)n1cnc2c(nnn2Cc2ccc(Cl)cc2)c1=O (configuration not stated) | 1.1 | -11 | 0.99 | 6% | 8 | -0.1 | -6 | 0.9 | -12 |
| COC(=O)c1nc2n(n1)C(c1cccc(Cl)c1)C1=C(CCCC1=O)N2 (configuration not stated) | 1.1 | 4 | 1.1 | 3% | -25 | -1.9 | 1 | 0.9 | 5 |
| Cn1c(SCC(=O)c2cccs2)nnc1-c1ccco1 | 1.1 | 20 | 1 | 6% | 8 | -1.3 | 5 | 0.9 | -5 |
| COCCNS(=O)(=O)c1ccc(SC)cc1 | 1.2 | -2 | 1.1 | 3% | -2 | -2.8 | 3 | 0.9 | -3 |
| Cc1ccc(NC(=O)CCc2c(C)nc3ncnn3c2C)nc1 | 1.1 | 7 | 1 | 2% | -1 | -3.0 | -5 | 1 | 2 |

The whole of this part (from the top)
| Molecule | Fluor 339 460 | RORA act | A340 absorber | NADH enzymes | SF1 activator | HTR1A agonist | MMP-13 inhibitor | TNAP act DEA | 5-HT1A blocker |
| --- | --- | --- | --- | --- | --- | --- | --- | --- | --- |
| O=C(O)c1ccc(S(=O)(=O)Nc2ccc(F)c(Cl)c2)cc1 | 1.1 | 2 | 1 | 9% | -2 | -2.7 | 5 | 0.9 | -12 |
| Cc1nc(C)c(C(=O)OCC(=O)N2CCN(c3ccccc3)CC2)s1 | 1 | 6 | 0.98 | 3% | 3 | -2.3 | 2 | 0.9 | -8 |
| O=C(CSc1nnc(-c2ccco2)o1)NC(=O)Cc1ccccc1 | 1 | -22 | 1 | 7% | 6 | -1.9 | 2 | 0.9 | -5 |
| O=C(CN(Cc1ccc2c(c1)OCO2)C(=O)c1cnsn1)NC1CCCC1 | 1.1 | -6 | 1 | 5% | 19 | -1.4 | -1 | 0.9 | 6 |
| COc1cccc(C(=O)Nc2ccc(NC(=O)C(C)C)nc2)c1 | 1.2 | 8 | 1 | 16% | 14 | -2.0 | 2 | 0.9 | 8 |
| CCOC(=O)C(C)n1cnc2c(nnn2Cc2ccc(Cl)cc2)c1=O (configuration not stated) | 1.1 | -11 | 0.99 | 6% | 8 | -0.1 | -6 | 0.9 | -12 |
| COC(=O)c1nc2n(n1)C(c1cccc(Cl)c1)C1=C(CCCC1=O)N2 (configuration not stated) | 1.1 | 4 | 1.1 | 3% | -25 | -1.9 | 1 | 0.9 | 5 |
| Cn1c(SCC(=O)c2cccs2)nnc1-c1ccco1 | 1.1 | 20 | 1 | 6% | 8 | -1.3 | 5 | 0.9 | -5 |
| COCCNS(=O)(=O)c1ccc(SC)cc1 | 1.2 | -2 | 1.1 | 3% | -2 | -2.8 | 3 | 0.9 | -3 |
| Cc1ccc(NC(=O)CCc2c(C)nc3ncnn3c2C)nc1 | 1.1 | 7 | 1 | 2% | -1 | -3.0 | -5 | 1 | 2 |
| Cn1c(Cc2csc(N)n2)nnc1SC/C=C/c1ccccc1 | 1.1 | -12 | 1 | 4% | 6 | 0.5 | 6 | 0.9 | 2 |
| CCOC(=O)Cc1cc(=O)[nH]c(Nc2nc3ccccc3o2)n1 | 1 | 50* | 1.1 | 6% | 11 | -2.0 | 1 | 0.7 | -5 |
| Cc1ccc(SC(C)C(=O)NCC(C)C)cc1 (configuration not stated) | 1 | -2 | 1 | 5% | -14 | -2.4 | 0 | 0.9 | 8 |
| CC1CCCC(C)N1C(=O)COC(=O)c1ccc2c(c1)OCO2 (configuration not stated) | 1.1 | -2 | 0.97 | 4% | 12 | -1.7 | -4 | 0.9 | -6 |
| Cc1nccc2[nH]c(=O)c(C(=O)NC3CCN(Cc4ccccc4)CC3)cc12 | 1.1 | 5 | 1.1 | 2% | 1 | -2.6 | 6 | 0.9 | -1 |
| CS(=O)(=O)N(CC(=O)NCCSCc1cccc(Cl)c1)c1ccc2c(c1)OCO2 | 1 | -10 | 0.99 | 3% | 3 | 0.6 | 1 | 0.9 | -3 |
| CCCCN1C(=O)C(O)(CC(=O)c2ccccc2OC)c2ccccc21 (configuration not stated) | 1.1 | 20 | 1.1 | 11% | -5 | -1.3 | -4 | 0.9 | -2 |
| COc1ccccc1OCCCc1c(C)n[nH]c1C | 1.1 | 5 | 1.1 | 3% | -7 | -1.5 | 2 | 0.9 | 8 |
| CCN(C(=O)c1cn(CC)c(=O)c2cc(OC)c(OC)cc12)c1ccccc1C | 1.1 | -3 | 1 | 2% | 2 | 2.0 | -14 | 1 | 0 |
| COc1ccc(OCCC(=O)NCc2ccccc2)cc1 | 1.1 | -3 | 0.99 | 3% | 9 | -1.7 | 5 | 1 | -4 |
| CCC(C)n1cnc2c(c1=O)c1nc3ccccc3nc1n2-c1ccc2c(c1)OCCO2 (configuration not stated) | 1.1 | -12 | 1.1 | 6% | -4 | 0.7 | -2 | 0.9 | -15 |
| O=C1c2ccccc2C(=O)N1CCCOCc1c[nH]c(=O)[nH]c1=O | 1.1 | 3 | 1.1 | 1% | -10 | 0.4 | 6 | 1 | 1 |
| NC(=O)CCCC1=NS(=O)(=O)c2ccccc2N1 | 1.1 | 3 | 1 | 2% | -10 | -2.9 | -4 | 0.9 | -5 |
| COc1ccccc1OCC(=O)Nc1cccc(C(=O)N2CCOCC2)c1 | 1.1 | 0 | 1.1 | 3% | -12 | -4.7 | 8 | 0.9 | -3 |
| O=c1[nH]cnc2c1sc(=S)n2-c1ccccc1 | 0.98 | -25 | 1.1 | 6% | -9 | 1.8 | 2 | 1 | -18 |
| COc1ccccc1NC(=O)CSc1nc2ccccc2n1C(C)=O | 1.1 | -19 | 1 | 2% | -4 | -1.9 | 2 | 0.9 | 5 |
| CN(CCCNC(=O)c1cn(C)c2ccc(S(=O)(=O)N(C)C)cc2c1=O)c1ccccc1 | 1 | 7 | 1 | 4% | 9 | 3.9 | 0 | 0.9 | -55 |
| Cc1ccc(Nc2cc(=O)n(C3CCCCC3)c(=O)[nH]2)cc1C | 1.1 | 8 | 1 | 8% | 11 | -2.8 | 2 | 0.9 | 6 |
| Cc1csc(NC(=O)c2nc3nccc(C)n3n2)n1 | 1 | 36 | 1.1 | 4% | 38 | -1.0 | 1 | 0.9 | 4 |
| CN(C)S(=O)(=O)c1ccc(N2CCOCC2)nc1 | 1.1 | -4 | 1 | 8% | -5 | -1.0 | 3 | 1 | 7 |
| CCN(CC)CCNCc1ccc(-c2ccc(Cl)cc2)o1 | 1.1 | 4 | 1 | 7% | -6 | -1.2 | -8 | 0.9 | -11 |
| CC(C)(C)CC(=O)Nc1nnc(-c2cccs2)s1 | 1.3 | 46 | 1.1 | 17% | 38 | -2.5 | -21 | 1 | -4 |
| CN1C(=S)SC(/[N+]([O-])=C\c2cccs2)C1(C)C (configuration not stated) | 1.1 | -13 | 1.2 | 3% | -17 | -0.9 | -2 | 0.9 | -4 |
| COc1ccc(C2CC(c3ccc(Br)cc3)Nc3nc(N)nn32)cc1 (configuration not stated) | 1 | -3 | 1 | 5% | 1 | -3.7 | 4 | 0.9 | -8 |
| CC(=O)Nc1ccc(NC(=O)C(C)Oc2ccccc2F)cc1 (configuration not stated) | 1.1 | -20 | 1 | 1% | -6 | 0.1 | -1 | 0.9 | -11 |
| Cc1ccc(-c2nc(CS(=O)(=O)CC(=O)NCCCN3CCN(C)CC3)c(C)o2)cc1 | 1.1 | 9 | 1.1 | 2% | 1 | -3.4 | 2 | 1 | 1 |
| CCOC(=O)c1[nH]c(C)c(C(=O)OCCN2C(=O)c3ccccc3C2=O)c1C | 1.1 | 8 | 1 | 7% | 32 | 1.7 | 3 | 1 | 10 |
| Cc1nc2nc[nH]n2c(=O)c1NC(=O)c1c(-c2ccccc2Cl)noc1C | 1.1 | 14 | 1 | 4% | -8 | 4.3 | 2 | 1.1 | -7 |
| COc1ccccc1C1C(C(N)=O)=C(C)Nc2nc(-c3ccccc3Cl)nn21 (configuration not stated) | 1.1 | 2 | 1.1 | 3% | -11 | -4.5 | 3 | 0.8 | 1 |
| CCOC(=O)c1c[nH]c2c(Cl)ccc(Cl)c2c1=O | 1.1 | -1 | 1.1 | 4% | -23 | -0.2 | 2 | 1 | 5 |
| Cc1cc2cc(CCNC(=O)CC(C)(C)C)c(=O)[nH]c2cc1C | 1.4 | 7 | 1.1 | 9% | 20 | -0.8 | -8 | 0.9 | -1 |
| COc1cc2c(cc1NC(=O)C1CCCO1)oc1ccccc12 (configuration not stated) | 1.2 | 58* | 1 | 7% | 78* | -1.8 | 1 | 0.8 | 30 |
| Cc1nn(-c2ccccc2)c2c1C1(C(=O)Nc3ccccc31)N1C(=N2)Sc2ccccc21 (configuration not stated) | 1.1 | -6 | 1.1 | 8% | 12 | 5.1 | 3 | 0.9 | 22 |
| Cc1nc2cc(NC(=O)COc3ccc(C#N)cc3)ccc2n1-c1ccccc1 | 1.1 | -8 | 1 | 4% | 6 | -2.2 | -2 | 0.9 | 7 |
| O=C(COc1ccc(Cl)cc1)Nc1ccc2oc(-c3ccncc3)nc2c1 | 4.8* | -3 | 1 | 9%[fluoresces] | 9 | 1.8 | -98 | 0.9 | -18 |
| CCCSc1nc(C)c(-c2csc(C(C#N)=C3CCCC3)n2)cc1C#N | 1 | -9 | 1.1 | 5% | 5 | -0.4 | 0 | 0.9 | 0 |
| c1ccc(Cc2nnc3sc(-c4cccs4)nn23)cc1 | 1 | -3 | 1 | 5% | 10 | -0.2 | -12 | 0.9 | 8 |
